Screening results (PubChem BioAssay)
Cav32 inh: inhibitors of human Cav3.2 T-type calcium channel | O95180 | Cav3.2-expressing cells, Fluo-4 calcium fluorescence FDSS; active compounds read low | B-score at 10 µM | 100,000 compounds, 4% hits;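 active = single-dose well whose peak fluorescence ratio is a statistical outlier from its plate by either plate-standardised score or position-corrected B-score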
Target sequence (O95180 whole entry, looked up): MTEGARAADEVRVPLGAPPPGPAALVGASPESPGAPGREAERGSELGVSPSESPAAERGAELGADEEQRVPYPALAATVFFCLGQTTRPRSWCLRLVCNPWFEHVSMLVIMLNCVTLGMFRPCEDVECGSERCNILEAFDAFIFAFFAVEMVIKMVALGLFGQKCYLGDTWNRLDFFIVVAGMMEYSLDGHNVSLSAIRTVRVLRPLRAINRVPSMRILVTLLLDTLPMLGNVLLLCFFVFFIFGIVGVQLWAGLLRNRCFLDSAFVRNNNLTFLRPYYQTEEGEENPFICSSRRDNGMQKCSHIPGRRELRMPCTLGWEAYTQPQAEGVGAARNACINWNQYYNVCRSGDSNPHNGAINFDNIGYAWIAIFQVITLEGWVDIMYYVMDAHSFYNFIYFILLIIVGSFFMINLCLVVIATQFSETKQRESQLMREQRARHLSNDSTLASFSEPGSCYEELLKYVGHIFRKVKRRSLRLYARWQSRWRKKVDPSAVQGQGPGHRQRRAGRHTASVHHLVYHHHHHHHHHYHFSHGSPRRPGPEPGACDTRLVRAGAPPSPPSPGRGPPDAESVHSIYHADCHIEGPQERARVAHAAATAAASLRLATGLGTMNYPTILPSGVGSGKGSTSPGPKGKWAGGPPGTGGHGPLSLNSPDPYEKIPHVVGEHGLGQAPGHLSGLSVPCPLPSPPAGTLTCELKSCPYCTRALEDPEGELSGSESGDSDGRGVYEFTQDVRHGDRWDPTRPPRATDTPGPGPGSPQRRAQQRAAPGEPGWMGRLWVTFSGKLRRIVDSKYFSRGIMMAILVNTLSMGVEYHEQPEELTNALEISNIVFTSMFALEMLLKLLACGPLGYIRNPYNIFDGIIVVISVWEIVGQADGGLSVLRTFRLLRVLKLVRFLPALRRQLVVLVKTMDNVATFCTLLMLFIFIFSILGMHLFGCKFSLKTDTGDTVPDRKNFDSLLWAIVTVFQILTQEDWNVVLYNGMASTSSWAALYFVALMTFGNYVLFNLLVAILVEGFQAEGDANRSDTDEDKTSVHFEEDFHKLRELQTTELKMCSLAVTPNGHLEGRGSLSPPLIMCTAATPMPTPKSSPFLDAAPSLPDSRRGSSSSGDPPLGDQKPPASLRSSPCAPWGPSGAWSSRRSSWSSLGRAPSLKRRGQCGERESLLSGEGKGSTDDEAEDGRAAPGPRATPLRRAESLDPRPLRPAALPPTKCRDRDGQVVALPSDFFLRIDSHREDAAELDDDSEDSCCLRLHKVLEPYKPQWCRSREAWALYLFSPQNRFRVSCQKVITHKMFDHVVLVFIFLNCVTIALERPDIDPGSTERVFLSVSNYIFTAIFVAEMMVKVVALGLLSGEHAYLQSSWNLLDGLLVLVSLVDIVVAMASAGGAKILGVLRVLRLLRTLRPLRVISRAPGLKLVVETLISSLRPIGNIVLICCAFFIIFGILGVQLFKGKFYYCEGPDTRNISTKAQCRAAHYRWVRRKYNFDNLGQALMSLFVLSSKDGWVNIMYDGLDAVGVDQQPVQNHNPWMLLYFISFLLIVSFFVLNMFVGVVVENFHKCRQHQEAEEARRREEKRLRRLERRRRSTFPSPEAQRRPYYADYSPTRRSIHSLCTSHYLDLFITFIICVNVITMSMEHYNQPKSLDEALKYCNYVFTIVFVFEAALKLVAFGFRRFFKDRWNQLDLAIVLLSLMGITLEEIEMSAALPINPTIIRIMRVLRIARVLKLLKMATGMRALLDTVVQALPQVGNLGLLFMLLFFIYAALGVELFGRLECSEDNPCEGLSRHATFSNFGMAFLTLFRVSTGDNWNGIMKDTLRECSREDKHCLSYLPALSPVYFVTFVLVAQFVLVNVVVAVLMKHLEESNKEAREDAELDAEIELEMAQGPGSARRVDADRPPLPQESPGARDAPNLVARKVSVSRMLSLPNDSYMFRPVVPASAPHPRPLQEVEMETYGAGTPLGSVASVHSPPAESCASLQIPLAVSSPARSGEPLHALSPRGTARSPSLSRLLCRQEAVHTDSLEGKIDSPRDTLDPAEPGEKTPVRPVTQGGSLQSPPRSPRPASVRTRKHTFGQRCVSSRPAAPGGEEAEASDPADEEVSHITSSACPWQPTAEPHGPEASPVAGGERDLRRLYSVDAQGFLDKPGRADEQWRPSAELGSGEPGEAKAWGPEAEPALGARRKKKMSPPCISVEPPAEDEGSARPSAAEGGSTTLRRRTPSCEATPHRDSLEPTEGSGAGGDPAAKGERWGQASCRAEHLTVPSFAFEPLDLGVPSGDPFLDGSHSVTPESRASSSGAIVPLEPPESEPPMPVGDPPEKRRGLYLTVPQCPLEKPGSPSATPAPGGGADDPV
An asterisk follows results filed as active.

SMILES | Cav32 inh
O=C(c1cc(-c2cccc(O)c2)on1)N1CCCCC1 | 0.052
Cc1ccc(-c2nn(-c3ccccc3)cc2CN(Cc2ccccc2)C(=O)c2ccco2)o1 | -4*
CNc1oc(C)nc1S(=O)(=O)c1ccccc1 | 0.34
COc1cc(-c2nnc3sc(Cc4ccccc4)nn23)cc(OC)c1OC | 0.42
CN(CCCNC(=O)c1cccc(N2CCCC2=O)c1)c1ccccc1 | -0.0095
Cc1c(C(=O)N2CCCCC2)sc(NC(=O)C23CC4CC(CC(C4)C2)C3)c1C#N | -0.017
Cc1csc(NC(=O)CCNS(=O)(=O)c2ccc3c(c2)c(=O)n(C)c(=O)n3C)n1 | 0.026
CCOC(=O)c1sc(C)c2c1NC(c1ccc(Cl)cc1)NC2=O (stereo not given) | 0.1
COC(=O)CCCC1=CC2=C(c3ccccc3)C(=O)C(C)(OC(=O)C3CCCC3)C(=O)C2=CN1C(CO)CO (stereo not given) | 0.86
COc1ccc(CNc2nc(NCc3ccc(OC)cc3)n(C(=O)c3ccccc3[N+](=O)[O-])n2)cc1 | -2.2
COc1ccc(OC)c(C2=NOC(C(=O)Nc3ccccc3SC)C2)c1 (stereo not given) | -3
Cc1ccc(NCc2nnc(SCC(=O)N3CCc4ccccc43)n2C)cc1 | -4.2
Cc1cccc(NS(=O)(=O)c2c(C)n[nH]c2C)c1 | -1.4
C=CCn1c(-c2ccc(S(=O)(=O)N3CCOCC3)cc2)csc1=Nc1ccccc1 | 0.36
COCCNC(C)C(=O)C12CC3CC(CC(C3)C1)C2 (stereo not given) | 0.49
Cc1scc(C(=O)N/N=C/c2ccco2)c1C | 0.059
CCOC(=O)c1c(C)oc2c1c(C(c1ccccc1)N1CCOCC1)c(O)c1ccccc12 (stereo not given) | -1.2
O=C(O)c1ccc(S(=O)(=O)c2ccc3c(c2)C(=O)N(CC2CCCO2)C3=O)cc1 (stereo not given) | 0.4
COc1ccc(OC)c2sc(NC(=O)C3COc4ccccc4O3)nc12 (stereo not given) | -4.4*
C=CCC1(O)CC(c2ccco2)NC(c2ccco2)C1CCC (stereo not given) | -1.8
CCOC(=O)c1ccc(N2CC(O)=C(c3nc4ccccc4c(=O)[nH]3)C2=N)cc1 | 1.9
Cc1ccnc(NC(=O)CSc2cc(=O)n(C)c3ccccc23)c1 | 0.53
CCOc1cc2c3c(c1)C1(OCCO1)C(=O)N3C(C)(C)CC2C (stereo not given) | -0.061
CCCC(=O)NC(C)c1nc2ccccc2n1CC (stereo not given) | 0.61
CC(C)c1ccc(-c2nn(-c3ccccc3)cc2C2C(C#N)=C(N)OC3=C2C(=O)CC(C)(C)C3)cc1 (stereo not given) | -5.3*

(cont.)
SMILES | Cav32 inh
CCOc1ccccc1NC(=O)Nc1c(C)n(-c2ccccc2)c(=O)n1C | 0.92
COc1ccc(C(c2nnnn2Cc2ccc(F)cc2)N2CCN(c3ccccc3)CC2)cc1 (stereo not given) | -5.8*
NC(=O)CC(NC(=O)Cc1cccc2ccccc12)c1ccc(NCCc2ccccc2F)c([N+](=O)[O-])c1 (stereo not given) | -0.069
O=c1c2ccccc2nc2n1C(CSCc1ccc(Cl)cc1Cl)CS2 (stereo not given) | -1.3
Cc1cc2c(cc(C(=O)O)n2C)s1 | 0.14
CCOc1cc(CNc2ccc3c(c2)OCCO3)cc(Br)c1OCC(N)=O | 0.39
Cc1ccc(OC(=O)c2ccc(Br)o2)cc1 | 0.54
Cc1ccc2c(c1)cc(CN(Cc1cccnc1)C(=O)NCc1ccccc1)c1nnnn12 | -0.066
CCC(=O)NC(=Nc1nc2ccccc2s1)NC(=O)CC | -0.49
CCOc1cc(NC(=S)NCCCN2CCOCC2)c(OCC)cc1NC(=O)CC(C)C | -0.056
Cn1c(C(=O)OCC(=O)NCc2cccs2)cc2sccc21 | -0.37
CCCOP(=O)(c1ccc(N(C)C)cc1)C(O)c1cc(OC)c(OC)c(OC)c1 (stereo not given) | 0.88
CCC(C)(C)n1nnnc1C(c1ccc(C)cc1)N1CCN(Cc2ccc3c(c2)OCO3)CC1 (stereo not given) | -4.4*
O=C1c2c(O)cc(O)cc2O[C@H](c2ccc(O)c(O)c2)[C@H]1O | 0.25
CC1C=CCC2C(=O)N(c3cccc(C(=O)N4CCCCCC4)c3)C(=O)C12 (stereo not given) | -0.0095
CCC(CC)C(=O)Nc1c2c(nn1-c1ccc(OC)cc1)CS(=O)C2 (stereo not given) | 0.45
Cc1ccc(SC(C)C(=O)N2CCCC2)cc1 (stereo not given) | 0.38
CC(C)Oc1cc(O)c2c(=O)c(-c3ccc(O)cc3)coc2c1 | -0.26
Cc1c(NC(=O)C2CC=CCC2C(=O)O)c(=O)n(-c2ccccc2)n1C (stereo not given) | 0.89
Cc1ccc(-n2c(SCc3cn4ccsc4n3)nc3ccccc3c2=O)cc1 | -0.94
COc1cc(C2NC(=O)NC(C)=C2C(=O)OCC2CCCO2)ccc1O (stereo not given) | 0.5
Cc1ccc(C(CC(=O)N2CCOCC2)c2ccco2)cc1 (stereo not given) | 0.41
Cc1cc(NC(=O)COC(=O)CSc2nc3cc(Cl)ccc3n2Cc2ccccc2)no1 | 0.51
O=C(Nc1cccc(F)c1)C1CCN(C(=O)Cc2ccccc2)CC1 | 0.15
O=S(=O)(N1CCCCC1)N1CCNCC1 | 0.26

In another format: results already given
Cc1ccc(-n2c(SCc3cn4ccsc4n3)nc3ccccc3c2=O)cc1
  Cav32 inh: -0.94

COc1cc(C2NC(=O)NC(C)=C2C(=O)OCC2CCCO2)ccc1O (stereo not given)
  Cav32 inh: 0.5

Next part:
SMILES | Cav32 inh
COc1ccc(-c2nnc(SCC(=O)c3ccc(C)o3)o2)cc1 | 0.16
CCO[C@@H]1OC(C(=O)Nc2ccccc2)=C[C@H](C2CC2)[C@H]1CCCO | -0.023
Cc1nc(C(=O)NC2CCOCC2)sc1C1(C)CC(c2ccccc2)=NO1 (stereo not given) | 0.77
Nc1nnc(SCc2ccc(F)cc2Cl)s1 | 0.29
O=C1O/C(=C\C(=O)N2CCOCC2)c2ccccc21 | 0.2
CCCCC1(Cc2ccc([N+](=O)[O-])cc2)C(=O)N(c2ccccc2)N(c2ccccc2)C1=O | -4.8*
CCc1ccc(C(C(=O)NC(C)(C)CC)N(Cc2ccco2)C(=O)Cn2nnc3ccccc32)cc1 (stereo not given) | 0.42
O=c1[nH]c(CN(CCO)CCO)nc2c1C1(CCCCC1)Cc1ccccc1-2 | -11*
C=C(C)Cn1c(Sc2nc3ccccc3[nH]2)nc2c1c(=O)[nH]c(=O)n2C | 0.46
O=C(c1ccncc1)N1CCN(C(=O)c2cccc3ccccc23)CC1 | 0.5
C=CCn1c(SCC(=O)Nc2ncc(Cc3cc(Cl)ccc3Cl)s2)nnc1-c1ccncc1 | 0.7
CCC(=O)Nc1ccc(NC(=O)CN2CCCC(C)C2)c(Cl)c1 (stereo not given) | 0.89
O=C1C(c2c(O)[nH]c3ccccc23)=Nc2ccccc21 | -0.22
COc1ccc(C(=O)N2CCN=C2SC)cc1OC | -0.61
CC1C2C(C)N(C)C(=O)N(C)C2N(C)C(=O)N1C (stereo not given) | 0.57
O=C(COc1ccc(Cl)cc1)N/N=C/CCc1ccccc1 | 0.17
COc1cccc(-c2nc3ccccc3c(=O)o2)c1 | -0.97
CC12CCC(C(=O)Nc3ccccc3)(C/C1=N\O)C2(C)C (stereo not given) | -0.14
CC(=O)c1ccc(Nc2nc(NCCO)nc(OC(C(F)(F)F)C(F)(F)F)n2)cc1 | -0.003
O=C(NC1CCCCCC1)C1CC(=O)N(Cc2ccccc2)C1 (stereo not given) | -0.35
COc1ccccc1N(C(=O)NCc1ccccc1)C1=NCC(C)S1 (stereo not given) | -4.7*
COC(=O)C1C2CCC(C2)C1C(=O)OCC(=O)c1ccccc1 (stereo not given) | -0.75
COc1nc(OC)nc(N2CCC(C(=O)NCC3CCCCC3)CC2)n1 | 1.6
CCCc1cc(=O)oc2cc(OCC(=O)N(C)C)c(Cl)cc12 | 0.98
CCn1nc(NC(=O)c2cccnc2)c2cc3ccccc3nc21 | -0.25

Other records follow:
SMILES | Cav32 inh
COC(=O)C1=C(C)NC(C)=C([N+](=O)[O-])C1c1ccccc1C(F)(F)F (stereo not given) | -2.5
CC1CCN(C(=O)CSc2nnc(-c3cc4ccccc4cc3O)n2Cc2ccco2)CC1 | 0.25
COc1ccc(-n2c(Cc3cccn3C)nnc2SCC(=O)Nc2ccc(C)cc2C)cc1 | -6.3*
CN(CCc1ccccn1)C(=O)CCNC(=O)Cn1cnc2ccccc2c1=O | 0.25
CCOc1ccccc1OCc1nn2c(COc3ccccc3)nnc2s1 | -0.67
Cc1cc(-c2[nH]nc3c2C(c2ccsc2)C(C#N)=C(N)O3)c(C)s1 (stereo not given) | -0.58
CC(O)C(=O)N/N=C/c1cccc(Cl)c1Cl (stereo not given) | 0.78
COc1ccc(C(=O)Oc2cccnc2)cc1OC | 0.38
Cc1ccc(S(=O)(=O)/C(C#N)=C/c2c(N3CCC(C(N)=O)CC3)nc3ccccn3c2=O)cc1 | 2.5
COc1ccc(C(=O)NCCc2c[nH]c3ccccc23)cc1S(=O)(=O)N1CCOCC1 | 0.72
CCOc1ccc(NC(=O)CSc2nnc(C34CC5CC(CC(C5)C3)C4)n2C)cc1 | 0.11
O=C(Nc1cc(Cl)cc(Cl)c1)c1cnn2cccnc12 | -0.43
COc1ccc(CC(=O)NC2CCN(Cc3nnnn3C(C)(C)C)CC2)cc1OC | -0.98
O=C(Cn1cc([N+](=O)[O-])cn1)Nc1ccn(Cc2c(F)c(F)cc(F)c2F)n1 | -0.072
COc1ccc(OC)c(NC(=O)C2CCCN2C(=O)C2CCC(C)CC2)c1 (stereo not given) | -0.34
Cc1ccc(CSCCNC(=O)/C=C/c2ccc(Cl)cc2)cc1 | -3
Cn1c(=O)[nH]c(=O)c2c1nc(N1CCOCC1)n2CCCSc1ncccn1 | 0.54
COc1ccc(-c2[nH]nc3c2C(c2ccsc2)C(C#N)=C(N)O3)cc1 (stereo not given) | 0.57
CC1CCCN(C(=O)CSc2nnc(-c3c[nH]c4ccccc34)o2)C1 (stereo not given) | 0.28
FC(F)(F)c1cccc(NC(=S)NCc2ccccc2)c1 | -5.1
Cc1ccc(NC(=O)C(SCC(=O)O)c2ccccc2)cc1C (stereo not given) | 0.24
C=CCn1c(NCc2ccc3c(c2)OCO3)nc2ccccc21 | -2
O=C(N/N=C/c1cccc(Oc2ccc([N+](=O)[O-])cc2[N+](=O)[O-])c1)c1cncc(Br)c1 | 2.3
CCOC(=O)N1CCN(Cc2nc3c(c(=O)n(C)c(=O)n3C)n2Cc2cccc3ccccc23)CC1 | 0.74
CC1CC(=O)N(Cc2ccccc2)c2ccccc2N1C=O (stereo not given) | 0.15

Next part.
SMILES | Cav32 inh
COC(=O)CCCC1=CC2=CC(=O)C(C)(OC(=O)c3cccs3)C(=O)C2=CN1CCCCO (stereo not given) | 1.6
CSCCC(NC(N)=O)C(=O)N(C)CC(=O)Nc1cc(C)ccc1C (stereo not given) | 1.3
CCOc1ccc2nc3c(cc2c1)CN(CCOC)C(=NC)S3 | 1
CC(C)COC(=O)NCC12C=CC(O1)C1C(=O)N(c3ccc(Cl)cc3)C(=O)C12 (stereo not given) | -1.7
COc1ccc(C(=O)CN(C(=O)c2ccc(Cl)cc2)N2C(=O)c3ccccc3C2=O)cc1 | -2
CSc1nsc(SC)c1NC(=O)OCC1CCCO1 (stereo not given) | 0.12
Cc1cccc2cc(C(c3nnnn3C(C)(C)C)N3CCN(C(=O)c4ccco4)CC3)c(=O)[nH]c12 (stereo not given) | 1.1
CCCOc1ccc([N+](=O)[O-])cc1C1NC(=S)NC(c2ccccc2)=C1C(=O)OCC (stereo not given) | -2.5
CC1(C)C(c2ccccc2)=NC(c2ccccc2)N1O (stereo not given) | -0.56
CCCCOc1cccc(NC(=O)CSc2nccn2C)c1 | -0.21
COc1cccc(-n2c(CNC(=O)OC(C)(C)C)n[nH]c2=S)c1 | 0.47
CN(C)c1ccc(/C=C/c2cc[n+](C)cc2)cc1 | -1.4
O=C(OCc1cc2ccccc2[nH]c1=O)C1CCCO1 (stereo not given) | 0.7
Cc1ccc(CNC(=O)C(=O)NCC2CCCO2)cc1 (stereo not given) | -0.16
O=C(Nc1ccc2ccccc2c1)N1CCN(c2ncccc2C(F)(F)F)CC1 | -4.1
COC(=O)C1C2C=CC3(CN(CCc4ccccc4)C(=O)C13)O2 (stereo not given) | 0.41
NC(=O)c1nn(-c2cccc(Cl)c2)c(=O)cc1O | -0.037

Entries listed so far containing a Cl atom (14):
SMILES | Cav32 inh
CCOC(=O)c1sc(C)c2c1NC(c1ccc(Cl)cc1)NC2=O (stereo not given) | 0.1
O=c1c2ccccc2nc2n1C(CSCc1ccc(Cl)cc1Cl)CS2 (stereo not given) | -1.3
Cc1cc(NC(=O)COC(=O)CSc2nc3cc(Cl)ccc3n2Cc2ccccc2)no1 | 0.51
Nc1nnc(SCc2ccc(F)cc2Cl)s1 | 0.29
C=CCn1c(SCC(=O)Nc2ncc(Cc3cc(Cl)ccc3Cl)s2)nnc1-c1ccncc1 | 0.7
CCC(=O)Nc1ccc(NC(=O)CN2CCCC(C)C2)c(Cl)c1 (stereo not given) | 0.89
O=C(COc1ccc(Cl)cc1)N/N=C/CCc1ccccc1 | 0.17
CCCc1cc(=O)oc2cc(OCC(=O)N(C)C)c(Cl)cc12 | 0.98
CC(O)C(=O)N/N=C/c1cccc(Cl)c1Cl (stereo not given) | 0.78
O=C(Nc1cc(Cl)cc(Cl)c1)c1cnn2cccnc12 | -0.43
Cc1ccc(CSCCNC(=O)/C=C/c2ccc(Cl)cc2)cc1 | -3
CC(C)COC(=O)NCC12C=CC(O1)C1C(=O)N(c3ccc(Cl)cc3)C(=O)C12 (stereo not given) | -1.7
COc1ccc(C(=O)CN(C(=O)c2ccc(Cl)cc2)N2C(=O)c3ccccc3C2=O)cc1 | -2
NC(=O)c1nn(-c2cccc(Cl)c2)c(=O)cc1O | -0.037

Some of the compounds tested; rates above refer to the full screens.
